Screening data as filed in PubChem BioAssay.
PPARg SRC3 recr = agonists of human PPARgamma SRC-3 coactivator recruitment; 0.26% of 200,000 active; P37231; activation, % at 8 µM; biochemical PPARgamma/SRC-3 coactivator recruitment assay; in the data active = activation above about 23%;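 note: 0% = DMSO and 100% = reference agonist; some compounds past the cut are filed as inactive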
Target sequence (P37231 whole entry, looked up): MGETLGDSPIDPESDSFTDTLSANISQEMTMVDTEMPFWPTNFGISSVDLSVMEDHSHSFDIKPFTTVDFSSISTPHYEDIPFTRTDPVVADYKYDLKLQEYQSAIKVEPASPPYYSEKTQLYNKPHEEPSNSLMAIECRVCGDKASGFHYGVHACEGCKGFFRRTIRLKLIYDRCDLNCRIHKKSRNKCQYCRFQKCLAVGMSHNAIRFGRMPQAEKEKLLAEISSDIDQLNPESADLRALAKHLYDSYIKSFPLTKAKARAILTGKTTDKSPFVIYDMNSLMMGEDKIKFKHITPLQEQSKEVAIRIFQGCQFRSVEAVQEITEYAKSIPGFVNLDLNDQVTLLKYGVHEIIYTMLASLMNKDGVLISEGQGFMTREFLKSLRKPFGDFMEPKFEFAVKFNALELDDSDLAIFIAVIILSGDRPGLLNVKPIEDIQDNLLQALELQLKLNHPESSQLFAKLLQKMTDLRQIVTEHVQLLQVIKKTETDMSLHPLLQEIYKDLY
SRC2 TRFRET art = TR-FRET artefact, counter-screen to PPARgamma/SRC-2 agonist assay. active compounds read high. TR-FRET ratio at 8 µM. 0.4% of 200,000 active; in the data active = TR-FRET ratio above about 2000; note: inactives centre near 1500; reference of the scale not given here
HMGR II inh = E. faecalis class II HMG-CoA reductase inhibition; purified E. faecalis HMGR, NADPH absorbance 340 nm kinetic; inhibition, % at 10 µM; 0.41% of 190,000 active;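 active = inhibition above a set limit, the median over all tested compounds plus 3 SD, cut at about 9.5% in these data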;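 note: enzyme runs in reverse so mevalonate oxidation gives rising NADPH absorbance; 0% = complete reaction with DMSO and 100% = background rate lacking mevalonate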
DTT redox prof = compounds producing H2O2 with reducing agent – biochemical, NIH compound library profiling, artefact control for MLSCN library redox annotation, primary screen; DTT-dependent redox cycling H2O2, phenol red/HRP absorbance; 100% = 100 µM peroxide control, 0% = buffer; activation, % at 10 µM; 0.03% of 200,000 active;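 active = activation of at least 50% relative to the plate's high and low controls in the primary single-dose screen; inactive = activation below 50%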;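 note: compound incubated with DTT at 0.8 mM final as the reducing agent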
PPARg SRC1 recr = PPARgamma-driven SRC-1 recruitment agonism | AID 631 | 0.41% of 200,000 active | PPARgamma-SRC-1 coactivator recruitment biochemical assay | activation, % at 8 µM | P37231; in the data active = activation above about 19%;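 note: 0% = DMSO and 100% = reference agonist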
RAM network inh = yeast RAM network inhibition; S. cerevisiae dse1pr::URA3 reporter, 5-FOA growth OD615, 2 d; analog-sensitive cbk1-as2 kinase mutant strain; inhibition, % at 50 µM; 1.8% of 190,000 active; AID 868;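 active = inhibition above a set limit, 3 SD over mean compound inhibition, cut at about 8.4% in these data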;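 note: 0% = DMSO-only wells with no growth and 100% = 10 µM 1-NA-PP1 full growth; inhibition rescues growth on 5-FOA so higher OD means more RAM inhibition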
Lmaj promast = inhibitors of Leishmania major promastigote growth; AID 1063; 9% of 200,000 active; inhibition, % at 10 µM; Leishmania major promastigotes, resazurin fluorescence viability; in the data active = inhibition above about 50%;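 note: promastigotes grown with compound for 44 hours at 28 °C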
ROMK primary = modulates human ROMK potassium channel activity | Tet-inducible ROMK, thallium flux fluorescence; actives lie on both sides | 2% of 130,000 active | AID 1918 | B-score at 10 µM | P48048;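 active = signal ratio slope over the read window, or its plate-corrected B-score, at least 3 SD from the plate mean, either direction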;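 note: B-score of the F/F0 ratio slope over 7 to 12 s after thallium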
S1P3 antag = blocks the human S1P3 receptor. Q99500. CHO S1P3 NFAT-BLA reporter, FRET fluorescence, antagonist mode. inhibition, % at 4.98 µM. 0.27% of 170,000 active. AID 485;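 active = inhibition above the plate cutoff, the mean inhibition of test wells on that plate plus 3 SD, cut at about 28% in these data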;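 note: cells challenged with S1P at its EC80 of 0.8 µM; blue over green emission ratio from cleaved BLA substrate after 4 h stimulation; 0% = S1P-stimulated wells and 100% = unstimulated DMSO-only wells; some compounds past the cut are filed as inactive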
Target sequence (Q99500 whole entry, looked up): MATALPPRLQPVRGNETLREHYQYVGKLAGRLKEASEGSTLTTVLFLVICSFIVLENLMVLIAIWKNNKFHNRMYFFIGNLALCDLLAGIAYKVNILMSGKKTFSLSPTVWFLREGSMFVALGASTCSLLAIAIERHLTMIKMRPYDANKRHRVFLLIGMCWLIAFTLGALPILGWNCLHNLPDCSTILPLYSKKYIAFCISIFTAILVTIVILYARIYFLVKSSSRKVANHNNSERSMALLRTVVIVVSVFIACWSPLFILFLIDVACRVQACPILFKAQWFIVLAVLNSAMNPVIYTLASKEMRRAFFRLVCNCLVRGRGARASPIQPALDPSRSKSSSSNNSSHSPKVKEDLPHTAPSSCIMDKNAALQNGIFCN
bIAP inhibitor = blocks bovine intestinal alkaline phosphatase activity; purified bovine IAP, CDP-star luminescence, 30 min; inhibition, % at 20 µM; 190,000 tested, under 10 active; AID 1019;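 active = over 50% inhibition of intestinal alkaline phosphatase at 20 µM in the single-dose screen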
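Assay system – bovine IAP enzyme · Quantity – bovine IAP at 1/65,000,000 final dilution · Detection – CDP-star luminescence signal · Times – 30 min reaction at room temperature · Also added – CDP-star substrate at 30 µM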
PPARg SRC-2 ag = promotes SRC-2 coactivator recruitment by human PPARgamma. PPARgamma LBD-SRC-2 recruitment, biochemical. activation, % at 8 µM. AID 1032. 0.34% of 200,000 active. P37231; in the data active = activation above about 22%;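 note: 0% = vehicle and 100% = reference agonist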
* = called active by the depositor.

What do the screens show for `COc1ccc(/C=N/NC(=O)c2cccc(NC(=O)c3ccccc3Cl)c2)c(OC)c1`?
PPARg SRC3 recr: -4; SRC2 TRFRET art: 1394; HMGR II inh: -5; DTT redox prof: -0.3; PPARg SRC1 recr: -1; RAM network inh: 0.5; Lmaj promast: 53*; ROMK primary: 0.17; S1P3 antag: -10; bIAP inhibitor: -1; PPARg SRC-2 ag: -4

How did O=C(COC(=O)c1cccs1)Nc1ccccc1C(F)(F)F do in these assays?
PPARg SRC3 recr: 4; SRC2 TRFRET art: 1726; HMGR II inh: -3; DTT redox prof: -0.6; PPARg SRC1 recr: 9; RAM network inh: 0.6; Lmaj promast: -1; S1P3 antag: -14; bIAP inhibitor: 4; PPARg SRC-2 ag: 6

How did COc1ccc2ncc(OC(C)=O)cc2c1 do in these assays?
PPARg SRC3 recr: 6; SRC2 TRFRET art: 1573; HMGR II inh: 1; DTT redox prof: -0.3; PPARg SRC1 recr: -2; RAM network inh: 0.4; Lmaj promast: 1; ROMK primary: -0.28; S1P3 antag: -13; bIAP inhibitor: 10; PPARg SRC-2 ag: -6

Results for COc1ccc(N(C(=O)COc2ccc(C)cc2)S(=O)(=O)c2ccc(C)cc2)cc1 ?
PPARg SRC3 recr: -1; SRC2 TRFRET art: 1643; HMGR II inh: 3; DTT redox prof: -0.1; PPARg SRC1 recr: 6; RAM network inh: 6.0; Lmaj promast: 47; ROMK primary: 0.65; S1P3 antag: -15; bIAP inhibitor: 17; PPARg SRC-2 ag: 5

How did Cc1ccc(C)c(-n2nnnc2SCC(=O)NNC(=O)c2ccco2)c1 do in these assays?
PPARg SRC3 recr: 1; SRC2 TRFRET art: 1565; HMGR II inh: 0; DTT redox prof: -0.9; PPARg SRC1 recr: 3; RAM network inh: 1.1; Lmaj promast: 5; ROMK primary: 0.73; S1P3 antag: -33; bIAP inhibitor: -15; PPARg SRC-2 ag: -1

What do the screens show for `Cc1cc(C(=O)NC(=S)Nc2cccc(NC(=O)C(C)C)c2)ccc1[N+](=O)[O-]`?
PPARg SRC3 recr: -2; SRC2 TRFRET art: 1371; HMGR II inh: -4; DTT redox prof: -0.2; PPARg SRC1 recr: 0; RAM network inh: 3.6; Lmaj promast: 82*; S1P3 antag: 6; bIAP inhibitor: 8; PPARg SRC-2 ag: 2

What do the screens show for `Cc1ccc(C(=O)c2coc3c2C(=O)C(=O)c2ccccc2-3)cc1`?
PPARg SRC3 recr: -1; SRC2 TRFRET art: 1650; HMGR II inh: -2; DTT redox prof: -0.2; PPARg SRC1 recr: 3; RAM network inh: -0.1; Lmaj promast: 100*; ROMK primary: -0.34; bIAP inhibitor: 4; PPARg SRC-2 ag: 5

Results for COCC(C)N=CC1=C(O)CC(C)(C)CC1=O (stereo not drawn) ?
PPARg SRC3 recr: 9; SRC2 TRFRET art: 1540; HMGR II inh: -1; DTT redox prof: -0.1; PPARg SRC1 recr: 7; RAM network inh: 1.8; Lmaj promast: -4; S1P3 antag: 21; bIAP inhibitor: 8; PPARg SRC-2 ag: 4

Results for COc1ccc(/C=C(/NC(=O)c2ccccc2)c2nc3ccc(Cl)cc3[nH]2)cc1OC ?
PPARg SRC3 recr: 3; SRC2 TRFRET art: 1541; HMGR II inh: -8; DTT redox prof: 0.4; PPARg SRC1 recr: 3; RAM network inh: 1.5; Lmaj promast: -1; S1P3 antag: 3; bIAP inhibitor: -8; PPARg SRC-2 ag: 0

What do the screens show for `Cc1cc(=O)oc2cc(OCCSc3nnc(-c4ccccc4)o3)ccc12`?
PPARg SRC3 recr: -1; SRC2 TRFRET art: 1649; HMGR II inh: -4; DTT redox prof: 0.6; PPARg SRC1 recr: -2; RAM network inh: 11*; Lmaj promast: 32; ROMK primary: 0.41; S1P3 antag: -4; bIAP inhibitor: -9; PPARg SRC-2 ag: -11

What do the screens show for `Cc1ccc(CN2CCN(Cc3c(C)nn(-c4ccc(F)cc4)c3C)CC2CCO)o1` (stereo not drawn)?
PPARg SRC3 recr: 9; SRC2 TRFRET art: 1362; HMGR II inh: -3; DTT redox prof: -0.2; PPARg SRC1 recr: -4; RAM network inh: 0.0; Lmaj promast: 0; ROMK primary: -0.46; S1P3 antag: -23; bIAP inhibitor: -8; PPARg SRC-2 ag: 10

What do the screens show for `C=CCOC(=O)C1=C(C)OC(N)=C(C#N)C1c1ccc(OC)c(CSc2ccccn2)c1` (stereo not drawn)?
PPARg SRC3 recr: 3; SRC2 TRFRET art: 1421; HMGR II inh: -2; DTT redox prof: 0.3; PPARg SRC1 recr: 3; RAM network inh: 0.8; Lmaj promast: 6; S1P3 antag: -4; bIAP inhibitor: 6; PPARg SRC-2 ag: 2

What do the screens show for `COc1ccc(C(=O)/C=C\c2ccc(NC(=O)c3cccs3)cc2)cc1`?
PPARg SRC3 recr: 2; SRC2 TRFRET art: 1551; HMGR II inh: 4; DTT redox prof: 0.7; PPARg SRC1 recr: 1; RAM network inh: 7.4; Lmaj promast: 14; ROMK primary: 0.93; bIAP inhibitor: 11; PPARg SRC-2 ag: 2

Results for O=C(NCCN1C(=O)S/C(=C\c2cccs2)C1=O)[C@H](Cc1ccccc1)N1C(=O)c2ccccc2C1=O ?
PPARg SRC3 recr: 0; SRC2 TRFRET art: 1636; HMGR II inh: -3; PPARg SRC1 recr: 7; RAM network inh: 6.7; Lmaj promast: 46; ROMK primary: 0.56; S1P3 antag: -4; bIAP inhibitor: 3; PPARg SRC-2 ag: 11

Results for COc1ccc(N2C(=O)CC(N3CCN(S(=O)(=O)c4c(F)cccc4F)CC3)C2=O)cc1OC (stereo not drawn) ?
PPARg SRC3 recr: 4; SRC2 TRFRET art: 1545; HMGR II inh: -14; DTT redox prof: 3.9; PPARg SRC1 recr: -6; RAM network inh: 3.3; Lmaj promast: -3; ROMK primary: 0.2; S1P3 antag: -10; bIAP inhibitor: -2; PPARg SRC-2 ag: 0

Results for CN1CCc2c(C#N)c(N3CCCCC3)nc(NCc3ccccc3)c2C1 ?
PPARg SRC3 recr: -1; SRC2 TRFRET art: 1338; HMGR II inh: 0; DTT redox prof: -0.5; PPARg SRC1 recr: -1; RAM network inh: 2.0; Lmaj promast: 78*; ROMK primary: -0.76; bIAP inhibitor: 8; PPARg SRC-2 ag: -9

Results for Cc1ccc(C(=O)NCCSc2ccc(Cl)cc2)cc1S(=O)(=O)Nc1ccccc1 ?
PPARg SRC3 recr: 2; SRC2 TRFRET art: 1403; HMGR II inh: -1; DTT redox prof: 2.7; PPARg SRC1 recr: 8; RAM network inh: 10*; Lmaj promast: 97*; ROMK primary: 1.5; bIAP inhibitor: 12; PPARg SRC-2 ag: 3

How did CC1CC(=O)N(c2ccc(NCCc3ccc(O)cc3)c([N+](=O)[O-])c2)C1=O (stereo not drawn) do in these assays?
PPARg SRC3 recr: 6; SRC2 TRFRET art: 1522; HMGR II inh: 3; DTT redox prof: 0.4; PPARg SRC1 recr: -6; RAM network inh: 1.1; Lmaj promast: 3; ROMK primary: 0.49; S1P3 antag: -7; bIAP inhibitor: 18; PPARg SRC-2 ag: 0

What do the screens show for `Cn1cc(/C=C(\C#N)C(=O)Nc2ncc(Cc3cccc(Cl)c3)s2)c2ccccc21`?
PPARg SRC3 recr: -3; SRC2 TRFRET art: 1405; HMGR II inh: -4; DTT redox prof: 1.0; PPARg SRC1 recr: -5; RAM network inh: 6.2; Lmaj promast: 91*; ROMK primary: -2.4*; S1P3 antag: -25; bIAP inhibitor: 8; PPARg SRC-2 ag: -2

How did CCOc1cc(C)c(S(=O)(=O)Nc2ccc(Cl)cn2)cc1C do in these assays?
PPARg SRC3 recr: -7; SRC2 TRFRET art: 1500; HMGR II inh: -2; DTT redox prof: -0.2; PPARg SRC1 recr: -1; RAM network inh: 0.8; Lmaj promast: -5; ROMK primary: -1.2; S1P3 antag: -14; bIAP inhibitor: 13; PPARg SRC-2 ag: -10

Overlap with the part before: two compounds; new compounds follow.
What do the screens show for `Cn1cc(/C=C(\C#N)C(=O)Nc2ncc(Cc3cccc(Cl)c3)s2)c2ccccc21`?
PPARg SRC3 recr: -3; SRC2 TRFRET art: 1405; HMGR II inh: -4; DTT redox prof: 1.0; PPARg SRC1 recr: -5; RAM network inh: 6.2; Lmaj promast: 91*; ROMK primary: -2.4*; S1P3 antag: -25; bIAP inhibitor: 8; PPARg SRC-2 ag: -2

How did CCOc1cc(C)c(S(=O)(=O)Nc2ccc(Cl)cn2)cc1C do in these assays?
PPARg SRC3 recr: -7; SRC2 TRFRET art: 1500; HMGR II inh: -2; DTT redox prof: -0.2; PPARg SRC1 recr: -1; RAM network inh: 0.8; Lmaj promast: -5; ROMK primary: -1.2; S1P3 antag: -14; bIAP inhibitor: 13; PPARg SRC-2 ag: -10

How did O/N=C1/CC/C(=N\O)c2nn(-c3ccccc3)nc21 do in these assays?
PPARg SRC3 recr: 4; SRC2 TRFRET art: 1648; HMGR II inh: -8; DTT redox prof: -0.1; PPARg SRC1 recr: 0; RAM network inh: 2.1; Lmaj promast: -9; ROMK primary: 0.5; S1P3 antag: 2; bIAP inhibitor: 7; PPARg SRC-2 ag: 4

How did Cc1cccc(NC(=O)c2ccc(-c3ccccc3[N+](=O)[O-])o2)c1 do in these assays?
PPARg SRC3 recr: 4; SRC2 TRFRET art: 1318; HMGR II inh: 10*; DTT redox prof: -0.2; PPARg SRC1 recr: -4; RAM network inh: 2.3; Lmaj promast: 4; ROMK primary: -0.13; S1P3 antag: -3; bIAP inhibitor: -11; PPARg SRC-2 ag: -3

Results for CCn1cc(C(=O)OC)c(=O)c2ccc(C)nc21 ?
PPARg SRC3 recr: -9; SRC2 TRFRET art: 1391; HMGR II inh: -2; DTT redox prof: -0.5; PPARg SRC1 recr: -1; RAM network inh: 1.3; Lmaj promast: 11; S1P3 antag: -19; bIAP inhibitor: 10; PPARg SRC-2 ag: -2

Results for COC(=O)CNC(=O)c1cc(-c2ccncc2)nc2c(C)c(Cl)ccc12 ?
PPARg SRC3 recr: 6; SRC2 TRFRET art: 1720; HMGR II inh: -5; DTT redox prof: 5.7; PPARg SRC1 recr: 12; RAM network inh: 0.7; Lmaj promast: 13; ROMK primary: -0.35; S1P3 antag: 8; bIAP inhibitor: -8; PPARg SRC-2 ag: 8

How did Cc1ccc(C(=O)CSc2nc3ccccc3c(=O)n2-c2ccccc2)s1 do in these assays?
PPARg SRC3 recr: -4; SRC2 TRFRET art: 1795; HMGR II inh: -6; DTT redox prof: 0.2; PPARg SRC1 recr: 1; RAM network inh: 4.4; Lmaj promast: -6; ROMK primary: -0.35; bIAP inhibitor: 8; PPARg SRC-2 ag: 1

Results for O=C1C(C2=C(O)c3ccccc3C2=O)=Nc2ccccc21 ?
PPARg SRC3 recr: 4; SRC2 TRFRET art: 1901; HMGR II inh: -4; DTT redox prof: 0.3; PPARg SRC1 recr: 6; RAM network inh: 2.7; Lmaj promast: 100*; S1P3 antag: -7; bIAP inhibitor: 6; PPARg SRC-2 ag: 1

How did O=C1OC(c2ccc(F)cc2)=C/C1=C\c1ccc([N+](=O)[O-])o1 do in these assays?
PPARg SRC3 recr: 3; SRC2 TRFRET art: 1515; HMGR II inh: -4; DTT redox prof: -0.3; PPARg SRC1 recr: 2; RAM network inh: 1.4; Lmaj promast: 100*; ROMK primary: 0.3; S1P3 antag: -12; bIAP inhibitor: 12; PPARg SRC-2 ag: 5
